TCR activator: Activators of T cell receptors: qHTS campaign | 330,000 tested, under 10 active | Potency, µM (highest dose often 9.22 µM), for inactives: at the top dose activation of IL-2 secretion, hits mostly activators | primary human leukocytes, anti-CD3, IL-2 HTRF, 48 h; also: % of control where 0% means no effect
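HTRF read-out of IL-2 secretion: europium cryptate donor excited at 320nm, d2 acceptor emission at 665nm. Cells were primary human leukocytes incubated 48 hr with compounds and a-CD3 beads, supplying TCR signal only.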
TSHR antagonist: Antagonists of the Thyroid Stimulating Hormone Receptor: HTS campaign. Thyrotropin receptor (Homo sapiens), P16473. TSHR-expressing cells, TSH-stimulated cAMP HTRF, 2 h; stronger effect = lower value. activity change, negative = inhibition, % at 11.5 µM. hit rate 0.2% among 330,000;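 active = activity change below a set negative limit, meaning inhibition stronger than a set level, cut at about -70% in these data; inconclusive = activity change between two set negative limits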; also: % is scaled to controls: 0 for no effect and ±100 for the full control effect
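Cell-based HTRF cAMP assay; TSHR cells + compound, TSH EC80 (4nM final), 2 h, 37 deg C. Lysis with anti-cAMP cryptate and cAMP-d2, 30 min RT, read 665/620 nm.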
uPA generation: qHTS for Inhibitors of Cell Surface uPA Generation; hit rate 0.31% among 330,000; Potency, µM (highest dose often 38.3 µM), without a hit: at the highest dose activity change, negative = inhibition, usual class: inhibitors; cell surface uPA generation assay, qHTS; active = well fitted inhibition curve with a large enough effect; inconclusive = small, poorly fitted or top-dose-only effect; inactive = no such curve, though single readings can be large or run the other way; tested in mouse RAW 264.7 cells; also: potency is read from the fitted curve at half-maximal effect; % is scaled to controls: 0 for no effect and ±100 for the full control effect; nearly all actives have a fitted effect of over 55% in size
USP2a block: qHTS Assay for Inhibitors of Ubiquitin-specific Protease USP2a Using CHOP2 as the Reporter; Potency, µM (doses to about 38.3 µM), for inactives: at the top dose activity change, negative = inhibition, most hits filed as inhibitors; Ubiquitin carboxyl-terminal hydrolase 2 (Homo sapiens), O75604; hit rate 0.01% among 330,000; USP2 core, Ub-CHOP2 coupled fluorogenic reporter, 485/531; AID 463254, 2010;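 also: potency is read from the fitted curve at half-maximal effect; plate controls were DMSO wells for no effect and full inhibition by NEM control for full effect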
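Deubiquitinase activity read as fluorescence (485/531 nm) after Ub-CHOP2 cleavage activates the enterokinase reporter on its substrate; USP2 core 10nM, Ub-CHOP2 and substrate 25nM each, 30min compound preincubation then 60min RT; data normalized to NEM, curves fitted.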
Tb PFK block: qHTS Assay to Find Inhibitors of T. brucei phosphofructokinase; ATP-dependent 6-phosphofructokinase (Trypanosoma brucei brucei), O15648; T. brucei PFK, ADP-Glo luminescence; Potency, µM (series often up to 57.5 µM), for inactives: top-dose activity, negative = inhibition, most hits filed as inhibitors; hit rate 0.17% among 330,000;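 also: potency is read from the fitted curve at half-maximal effect; 0% = uninhibited 1x PFK enzyme wells and -100% = no-enzyme wells; nearly all actives have a fitted effect of over 60% in size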
Target sequence (O15648 whole entry, looked up): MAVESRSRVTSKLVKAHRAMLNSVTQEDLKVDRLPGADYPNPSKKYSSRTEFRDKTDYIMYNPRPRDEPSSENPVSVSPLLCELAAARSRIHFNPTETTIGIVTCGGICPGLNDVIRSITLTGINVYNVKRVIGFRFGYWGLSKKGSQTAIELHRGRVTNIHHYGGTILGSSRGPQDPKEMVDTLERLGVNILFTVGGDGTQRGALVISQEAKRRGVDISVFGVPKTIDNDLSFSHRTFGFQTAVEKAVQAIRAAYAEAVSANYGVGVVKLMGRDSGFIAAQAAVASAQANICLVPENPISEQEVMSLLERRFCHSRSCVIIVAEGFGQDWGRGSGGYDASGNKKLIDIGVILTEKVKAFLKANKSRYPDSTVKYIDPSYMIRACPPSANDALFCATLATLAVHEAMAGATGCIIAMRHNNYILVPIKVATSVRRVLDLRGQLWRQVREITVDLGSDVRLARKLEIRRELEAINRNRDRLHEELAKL
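Compounds were pin-transferred as a titration series up to 57 uM into substrate buffer (0.5 mM F6P, 0.1 mM ATP, pH 8.0), then 1.25 nM PFK was added and reactions ran 45 min before ADP-Glo detection.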
B2AR arrestin: qHTS assay of beta-arrestin-biased ligands of beta2-adrenergic receptor. beta-arrestin recruitment to beta2AR, cell-based reporter. Potency, µM (top dose mostly 46.1 µM), inactives show top-dose activation, hits mostly activators. hit rate 0.02% among 330,000;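 also: potency is read from the fitted curve at half-maximal effect; 0% = DMSO controls and full agonism = EC100 isoproterenol or metaproterenol; nearly all actives have a fitted effect of over 65% in size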
TSG101-PTAP inh: qHTS Assay for Iinhibitors of HIV-1 Budding by Blocking the Interaction of PTAP/TSG101 | 340,000 tested, under 10 active | Tumor susceptibility gene 101 protein (Homo sapiens), Q99816 | Potency, µM (highest dose often 115 µM), inactives show top-dose activity change, negative = inhibition, actives largely listed as inhibitors | Fluorescence polarization, FITC-PTAP peptide / Tsg101 binding; active = well fitted inhibition curve with a large enough effect in the main read-out, with a control signal flat, not every such curve was filed as active; inconclusive = small, poorly fitted or top-dose-only effect, or effect the other way, or a change in a side signal; inactive = no such curve, though single readings can be large or run the other way; also: potency is read from the fitted curve at half-maximal effect; % of control where 0% means no effect
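Steps: Tsg101 binding domain dispensed (10 uM final), compounds pinned in DMSO, FITC-labeled PTAP-motif peptide added (50 nM final); after 20 min binding at room temperature, polarization measured.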
ELG1 DNA repair: qHTS screen for small molecules that inhibit ELG1-dependent DNA repair in human embryonic kidney (HEK293T) cells expressing luciferase-tagged ELG1; HEK293T ELG1-luciferase reporter, luminescence, 16 h; DNA damage induced by 5-fluorouridine; Potency, µM (series often up to 46.1 µM), for inactives: top-dose activity change, negative = inhibition, actives largely listed as inhibitors; hit rate 2.3% among 330,000; AID 504467, 2011; also: potency is read from the fitted curve at half-maximal effect; % is scaled to controls: 0 for no effect and ±100 for the full control effect; nearly all actives have a fitted effect of over 55% in size
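Cells (2,000 per well) received 5-fluorouridine plus test compound or DMSO and were incubated 16 hr at 37 °C, 5% CO2. Luciferase activity was read by luminescence 30 min after ONE-Glo addition; signal suppression marked inhibition of damage-induced ELG1 function.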
Eya2 inh: qHTS Assay for Inhibitors of the Phosphatase Activity of Eya2. hit rate 0.006% among 330,000. Protein phosphatase EYA2 (Homo sapiens), O00167. recombinant Eya2, OMFP fluorescence dephosphorylation (OMFP is methylfluorescein phosphate). Potency, µM (series often up to 76.9 µM), without a hit: at the highest dose activity, negative = inhibition, most hits filed as inhibitors; also: potency is read from the fitted curve at half-maximal effect; % is scaled to controls: 0 for no effect and ±100 for the full control effect
Target sequence (O00167 whole entry, looked up): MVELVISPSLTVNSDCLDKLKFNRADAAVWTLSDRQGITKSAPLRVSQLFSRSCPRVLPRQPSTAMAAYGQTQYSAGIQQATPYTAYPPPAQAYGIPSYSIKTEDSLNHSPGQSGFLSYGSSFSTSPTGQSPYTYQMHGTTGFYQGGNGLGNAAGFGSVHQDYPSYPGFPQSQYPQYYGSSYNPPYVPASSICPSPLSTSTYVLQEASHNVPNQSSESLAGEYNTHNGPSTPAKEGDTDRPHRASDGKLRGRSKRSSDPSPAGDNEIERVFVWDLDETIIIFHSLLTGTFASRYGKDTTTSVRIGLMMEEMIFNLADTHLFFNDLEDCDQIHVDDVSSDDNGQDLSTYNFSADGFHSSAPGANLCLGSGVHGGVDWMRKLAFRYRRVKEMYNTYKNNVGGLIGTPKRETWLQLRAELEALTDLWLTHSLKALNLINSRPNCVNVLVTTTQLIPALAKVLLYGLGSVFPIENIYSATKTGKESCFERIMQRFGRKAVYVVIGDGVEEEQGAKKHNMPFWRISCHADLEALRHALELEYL
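Eya2 (0.2 uM) preincubated 10 min at ambient with compound, then OMFP substrate added at 50 uM; 10 min reaction in 50 mM HEPES pH 7.5, 50 mM NaCl, 5 uM MgCl2, 0.05% BSA, 1 mM DTT. Fluorescence read at Ex 485/Em 525 nm.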
Chronic BCR inh: qHTS Assay to Find Inhibitors of Chronic Active B-Cell Receptor Signaling | ABC-DLBCL IkBa-CBG/CBR reporter, luminescence ratio, 4 h | Potency, µM (doses to about 46.1 µM), without a hit: at the highest dose ratio change, negative = lower green/red ratio, most hits filed as inhibitors | hit rate 0.05% among 340,000 | AID 493014, 2011; active = well fitted inhibition curve with a large enough effect in the signal ratio, with a control signal flat, not every such curve was filed as active; inconclusive = small, poorly fitted or top-dose-only effect, or effect the other way, or a change in a side signal; the % refers to the signal ratio;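 also: potency is read from the fitted curve at half-maximal effect; plate controls were basal doxycycline-induced cells for no effect and cells given 10 µM MG132 for full effect; MG132 reads +100%, hits lower the ratio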
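Doxycycline induced both beetle luciferases in TMD8 lymphoma cells; IKK-driven degradation limits the IkappaBalpha-fused green signal, while red luminescence normalises for cell number and nonspecific effects. Compounds tested up to 46 uM, 4 hrs.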
Mito fusion yeast: qHTS Assay for Small Molecule Inhibitors of Mitochondrial Division or Activators of Mitochondrial Fusion; S. cerevisiae fusion-defective mutant growth rescue, CellTiterGlo 48 h; Potency, µM (highest dose often 46.1 µM), for the others: at the top dose growth rescue (activation), actives largely listed as activators; hit rate 0.23% among 320,000; AID 485298, 2010;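 also: potency is read from the fitted curve at half-maximal effect; % of control where 0% means no effect; nearly all actives have a fitted effect of over 45% in size; temperature-sensitive fusion mutants such as fzo1-1 at 37 °C on non-fermentable ethanol glycerol medium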
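Compounds are tested for their ability to restore growth of mitochondrial fusion-defective yeast strains at non-permissive 37C in YPEG medium over 48 hours. Viability is quantified by luciferase luminescence.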
* marks the source's active call; other numbers are inactive results; ? = inconclusive; . = not tested or not shown; [ ] = another dose, or the depositor's remark. Unless noted, calls follow the shape of the dose curve; as a rule, active = well fitted curve in the direction sought with a large enough effect; inconclusive = small, poorly fitted or top-dose-only effect, or another doubt; inactive = no such curve, though single readings can be large; an effect the other way counts as inactive or inconclusive. Not a hit list; any-hit rate near 3%.

SMILES	TCR activator	TSHR antagonist	uPA generation	USP2a block	Tb PFK block	B2AR arrestin	TSG101-PTAP inh	ELG1 DNA repair	Eya2 inh	Chronic BCR inh	Mito fusion yeast
CCN1CCN(Cc2ccc(NC(=O)Nc3ccccc3)cc2)CC1	0%[46.1 µM]	1	?	-1%	-2%	-0.3%	-4%	?	6%	2%	3%
COC(=O)n1c(=S)oc2cc(Cl)ccc21	.	-2	.	2%	0%	0.0%	.	14%	-2%	-2%	18%
Nc1ccc(Oc2ccc3c(c2)C(=O)N(CC2CCCO2)C3=O)cc1 (stereo unspecified)	0%	1	-1%	0%	1%	-0.7%	1%	?	5%	-4%	0%
COc1ccc(C[C@@H](NS(=O)(=O)c2ccc(C(=O)O)cc2)C(=O)O)cc1	.	-6	.	0%	4%	-0.2%	.	.	-17%	-2%	-8%
CN(CCOC(=O)C1c2ccccc2Oc2ccccc21)C(C)(C)C	.	1	-1%	1%	0%	-0.4%	-8%	8%	7%	-1%	2%
Cc1ccccc1C(=O)Nc1ccc(C(=O)O)cc1NC(=O)c1ccccc1C	1%	0	-3%	2%	2%	0.3%	-4%	-6%	-12%	-1%	0%
COc1ccccc1-c1cnn2c(NC3CCCC3)cc(C)nc12	-2%	-15	0%	1%	4%	0.2%	-5%	?	-1%	-1%	14%
CCCCCCC(=O)Cc1cc(OC)c(OC)cc1C=C(C(=O)OCC)C(=O)OCC	.	5	.	2%	-4%	3.1%	.	-1%	-12%	-4%	-4%
Clc1cccc(-c2nc(NCCN3CCOCC3)c3ccccc3n2)c1	9%	-14	0%	1%	-2%	-0.8%	-1%	?	2%	?	-1%
CN1CCN(C(=O)c2cc(-c3cccc(Cl)c3)on2)CC1	0%	-3	1%	1%	1%	0.2%	-2%	?	-6%	?	-3%
Cc1cccc(NC(=O)CCN2C(=O)C3C4C=CC(C4)C3C2=O)c1 (stereo unspecified)	-2%	-5	.	7%	4%	-0.2%	-4%	-1%	15%	?	-1%
O=C(NC(=S)NCC1CCCO1)c1ccccc1F (stereo unspecified)	4%	1	-4%	-1%	-4%	-0.5%	-4%	?	-2%	4%	-9%
Cc1nc(C)c(-c2csc(Nc3ncccc3C)n2)s1	.	4	-11%	0%	1%	-0.5%	-7%	?	-1%	?	-7%
COCCCNc1nc2ccccc2nc1NS(=O)(=O)c1ccc(C)c(C)c1	2%	-12	-1%	1%	3%	-0.2%	-3%	0%	8%	4%	6%
O=C(O)CCCCCNC(=O)c1ccncc1	2%	0	0%	2%	-8%	0.5%	-9%	?	3%	-1%	-1%
CC(=O)Nc1ccc(NC(=O)CN(C)S(=O)(=O)c2ccc3ccccc3c2)cc1	1%	-11	-5%	5%	-8%	0.6%	-5%	0%	7%	8%	1%
COc1ccc(NC(=O)CSCc2cc(=O)n3ccsc3n2)cc1	1%	9	6%	2%	-4%	-0.3%	0%	2%	5%	0%	2%
CCOc1ccc(NC(=O)C2CCCN(S(=O)(=O)c3cccc4nsnc34)C2)cc1 (stereo unspecified)	-9%	2	-6%	0%	-3%	0.0%	-2%	23µM*	6%	0%	-1%
CC(C)(C)NC(=S)NCc1ccc2c(c1)OCO2	-7%[46.1 µM]	-4	0%	0%	-4%	?	-1%	-1%	-1%	-1%	-2%
CC(=O)Nc1sc2c(c1C#N)CCN(Cc1ccccc1)C2	5%	33	8%	5%	0%	-0.9%	-4%	?	1%	?	10%
CC1CCCC(NC(=O)CSc2nncs2)C1C (stereo unspecified)	3%	5	4%	2%	-5%	-0.1%	-4%	19%	1%	2%	-1%
FC(F)(F)c1cccc(NC(=S)NNC(=S)NCc2ccccc2)c1	1%	-10	-16%	0%	-13%	-0.7%	-9%	?	-15%	8%	13%
NC(=O)CC(NC(=S)NCc1ccccc1)C(=O)O (stereo unspecified)	-11%	0	-1%	1%	-2%	0.1%	-7%	2%	3%	?	12%
CC(C)c1c(O)nc(SCCN(C)C)[nH]c1=O	0%	-8	0%	2%	-3%	-0.4%	0%	-5%	20%[15.4 µM]	?	0%
CCOC(=O)N1CCN(C(=O)COC(=O)CNC(=O)c2ccc(C)cc2)CC1	-3%	-6	7%	0%	-7%	-0.3%	0%	18%	-17%	?	-2%
More compounds
SMILES	TCR activator	TSHR antagonist	uPA generation	USP2a block	Tb PFK block	B2AR arrestin	TSG101-PTAP inh	ELG1 DNA repair	Eya2 inh	Chronic BCR inh	Mito fusion yeast
CN(C)S(=O)(=O)c1ccc(Cl)c(NC(=O)CN2CCCC2)c1	0%	0	-1%	1%	8%	0.1%	-9%	-7%	4%	7%	-9%
Cc1cccc(C)c1NC(=O)CSc1n[nH]c(=O)n1C1CC1	4%	.	-3%	4%	1%	-0.3%	-10%	0%	9%	0%	.
COc1ccc(/C=N/N2C(C)CCCC2C)cc1O (stereo unspecified)	-7%	-5	1%	0%	1%	0.3%	-1%	23%	-5%	-3%	-6%
CC(=O)Nc1nnc(-c2ccc(Cl)s2)o1	0%	21	-8%	0%	0%	-0.2%	-8%	19%	-1%	?	-5%
COc1ccc(Nc2cccc(Cl)c2)c(C(=O)O)c1	-4%	-22	-6%	0%	-7%	-0.2%	-9%	6%	3%	?	12%
O=c1cc(-c2ccc(OCc3ccccc3)cc2)oc2cc(OCc3ccccc3)cc(OCc3ccccc3)c12	-1%[46.1 µM]	1	25%	1%	2%	-1.2%	-9%	9%	-4%	0%	.
CC(NC(=O)c1c(O)c2ccccc2n(C)c1=O)c1ccccc1 (stereo unspecified)	6%	11	3%	-4%	-1%	-0.5%	-2%	?	-5%	?	-4%
CCOc1cc(C(=O)NCc2ccc(F)cc2)ccc1OCC(=O)N1CCCCC1	0%	-9	-1%	0%	-5%	-0.1%	-2%	-21%	-1%	1%	-2%
CCN(CC(=O)Nc1ccc(NC(C)=O)cc1)C(=O)C1CC(=O)N(CCc2ccc(OC)c(OC)c2)C1 (stereo unspecified)	1%	-5	2%	1%	-5%	0.1%	0%	?	2%	4%	-1%
Cc1ccc(C(C)C)cc1OCC(=O)NCCCn1ccnc1	2%[46.1 µM]	-8	1%	2%	-3%	-0.4%	-5%	-1%	2%	8%	.
CSc1ccc(Cl)c(C(=O)NCCCn2ccnc2)c1	-8%	1	-86%	-1%	-5%	-1.2%	-3%	-7%	-6%	0%	-6%
CCN(CC(=O)NC1CC1)S(=O)(=O)c1ccc(C)cc1	5%	-8	-7%	-1%	2%	-0.8%	-6%	3%	-6%	-2%	-5%
CC(C)C(=O)NCCc1nc2ccccc2n1CCCOc1ccc(Cl)cc1	2%	-14	6%	1%	-9%	-0.3%	-8%	?	-15%	-21%	-1%
Nc1c(C(=O)N2CCCC2)sc2nc3c(cc12)CCCCCC3	.	0	3%	-1%	-3%	-0.1%	-5%	?	0%	0%	-3%
COc1ccc(S(=O)(=O)N2CCCCCC2)cc1C(=O)NCc1ccc(C)cc1	.	3	-2%	-1%	-1%	-3.8%	0%	?	-19%	0%	-5%
COCC(=O)OCc1cc2cccc(C)c2[nH]c1=O	-23%	2	2%	-2%	-2%	4.1%	-4%	4%	-20%	-1%	-4%
S=C1NCCc2ccccc2C1c1ccccc1 (stereo unspecified)	0%[46.1 µM]	56	7%	1%	2%	0.0%	-9%	?	0%	5%	8%
CCOc1ccc(CN(C)C(=O)CCl)cc1	0%	-7	-14%	1%	5%	0.0%	-7%	4%	-4%	?	-1%
CCOC(=O)CSc1nc2cc(C(=O)N3CCCC3)ccc2c(=O)n1Cc1ccccc1	3%	2	-5%	2%	3%	0.5%	-11%	?	8%	24%	6%
CCC(CC)C(=O)Nc1c2c(nn1-c1ccc(F)cc1)CS(=O)(=O)C2	7%	7	-3%	0%	20%	-0.1%	-5%	-6%	-3%	5%	2%

Assay outcomes deposited in PubChem BioAssay by National Center for Advancing Translational Sciences (NCATS).
